From PubChem BioAssay
E coli growth: counter-screen for AddAB inhibitors: E. coli growth inhibition; E. coli V3065 growth, OD600 absorbance, 18 h; inhibition, % at 11.9 µM; 0.27% of 330,000 active; AID 449728;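 active means inhibition above the campaign's mean inhibition across all tested compounds plus 3 SD, cut at about 9.9% in these data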;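 further: uninfected addAB+ strain grown without phage in ampicillin broth; 0% = DMSO wells and 100% = ciprofloxacin 0.95 µg/ml wells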
Tat export inh: blocks Tat-dependent protein export in E. coli. E. coli MC4100 TorA-mCherry Tat export, fluorescence. inhibition, % at 10 µM. 0.036% of 340,000 active;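 active means mean replicate inhibition at least 50% and at least half of replicates individually reaching 50%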;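 further: exported cargo escapes ClpAP degradation while cytoplasmic cargo is degraded and loses fluorescence; 0% = median of neutral control wells and 100% = median of NaSCN control wells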
Mot1-301 SUMO: blocks SUMOylation pathway, rescuing yeast Mot1-301 growth. S. cerevisiae Mot1-301 growth rescue, ATP luminescence, 38.5C; percent above DMSO median, 100 means doubled. growth rescue, % at 18.8 µM. 1% of 320,000 active;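 active means every valid replicate shows activation above 250% relative to neutral control wells; inactive means the rest, any valid replicate at or below 250%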;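 further: OY570 slx delta 5 strain wells were the positive control but not used for scaling; some compounds called inactive have numbers as strong as hits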
AddAB inh: less growth of phage-infected E. coli with AddAB; AID 435030; E. coli expressing H. pylori AddAB, absorbance growth; inhibition, % at 11.9 µM; 0.29% of 330,000 active; in the data active means inhibition above about 12%;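 further: 0% = vehicle wells of infected cells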
MOR-DOR ag: agonists of human mu-delta opioid receptor heterodimerization. cells, OPRM1-OPRD1 heterodimerization, luminescence. activation, % at 9.3 µM. 0.3% of 340,000 active. AID 504326; in the data active means activation above about 18%;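 further: 0% = vehicle-treated cells and 100% = reference agonist; values of inactives mirror those of a sister screen read the other way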
Target sequence (P35372 whole entry, looked up): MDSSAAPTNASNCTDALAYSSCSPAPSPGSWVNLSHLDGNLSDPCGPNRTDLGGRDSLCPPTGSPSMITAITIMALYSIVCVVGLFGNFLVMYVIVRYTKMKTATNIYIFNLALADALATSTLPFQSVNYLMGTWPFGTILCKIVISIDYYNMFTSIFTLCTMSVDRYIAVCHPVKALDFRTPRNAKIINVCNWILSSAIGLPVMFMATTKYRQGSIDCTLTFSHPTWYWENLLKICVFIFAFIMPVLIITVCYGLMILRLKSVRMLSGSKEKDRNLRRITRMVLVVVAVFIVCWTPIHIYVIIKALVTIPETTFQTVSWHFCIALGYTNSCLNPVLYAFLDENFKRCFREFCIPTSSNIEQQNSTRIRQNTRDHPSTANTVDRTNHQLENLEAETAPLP
Target sequence (P41143 whole entry, looked up): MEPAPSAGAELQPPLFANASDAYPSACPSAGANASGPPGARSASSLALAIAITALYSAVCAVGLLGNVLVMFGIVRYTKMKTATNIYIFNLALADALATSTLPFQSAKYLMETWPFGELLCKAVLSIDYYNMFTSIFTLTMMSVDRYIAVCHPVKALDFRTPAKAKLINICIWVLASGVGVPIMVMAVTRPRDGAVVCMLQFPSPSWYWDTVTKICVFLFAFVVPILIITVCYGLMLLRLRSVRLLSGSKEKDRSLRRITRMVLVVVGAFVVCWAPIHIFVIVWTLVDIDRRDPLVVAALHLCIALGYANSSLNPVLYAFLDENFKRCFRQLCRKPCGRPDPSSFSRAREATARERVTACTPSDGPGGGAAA
HTR5A inv ctr: HTR5A inverse agonism, opioid heterodimer counter-screen; 0.083% of 340,000 active; inhibition, % at 9.3 µM; P47898; HTR5A cell line, luminescence; in the data active means inhibition mostly above about 23%, no sharp cut-off; inactive means mostly below about 18%;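 further: 0% = cells with DMSO and 100% = no-cell wells with DMSO; some compounds called inactive have numbers as strong as hits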
PfHsp90 set2: reduces growth (ATP signal) of yeast expressing P. falciparum Hsp90 | 0.32% of 310,000 active | S. cerevisiae expressing PfHsp90, BacTiter-Glo ATP, 48 h; yeast lacking PDR1 and PDR3 efflux regulators | inhibition, % at 9.4 µM | AID 504621;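 active means every replicate shows inhibition above about 80%, whatever the replicate mean, limit read from the data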;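 further: 0% = DMSO neutral controls and 100% = 20 µM radicicol positive controls; yeast relying on Plasmodium falciparum Hsp90 in place of its own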
PKA-R2B activ: PKA-R2B complex activation. P22694+P31323. PKA-R2B holoenzyme dissociation, Cy5-IP20 fluorescence polarization; R2B truncated from residue 108, S112A mutant; 0% DMSO only, 100% 113 µM cGMP. activation, % at 11.4 µM. 0.079% of 340,000 active;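 active means activation above a cutoff set at the mean over all compounds plus 3 SD, cut at about 18% in these data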;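 further: higher means more holoenzyme dissociation and a rise in polarization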
PKA-R1A activ: activates the PKA-R1A holoenzyme complex; 0.083% of 340,000 active; activation, % at 11.4 µM; PKA-R1A dissociation, Cy5-IP20 fluorescence polarization; scaled: DMSO 0%, 113 µM cGMP 100%; AID 504707; P00514+P68181;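 active means percent activation above the mean of all tested compounds plus 3 SD, cut at about 19% in these data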;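 further: higher means more PKAc released from R1A so a rise in polarization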
OPRM1-OPRD1 inv: inverse agonists of human mu-delta opioid receptor heterodimerization; AID 504357; cell-based MOR-DOR heterodimer luminescence, inverse agonism; inhibition, % at 9.3 µM; 0.21% of 340,000 active; P35372+P41143; in the data active means inhibition above about 22%, passing the limit was not always enough;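 further: 0% = cells with DMSO and 100% = wells without cells with DMSO; values of inactives mirror those of a sister screen read the other way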
phage Ecoli inh: E. coli growth loss with phage present. growth absorbance. inhibition, % at 11.9 µM. 0.26% of 360,000 active; in the data active means inhibition above about 11%
* marks the source's active call; other numbers are inactive results.

How did CCCCn1c(N)c(N(CC)C(=O)c2ccccc2F)c(=O)[nH]c1=O do in these assays?
E coli growth: -1.8; Tat export inh: -2; Mot1-301 SUMO: -3; AddAB inh: 2.2; MOR-DOR ag: -2.7; HTR5A inv ctr: 6; PfHsp90 set2: -21; PKA-R2B activ: -10; PKA-R1A activ: -6; OPRM1-OPRD1 inv: 14; phage Ecoli inh: 0.5

What do the screens show for `CCOC(=O)N1CCN(c2ncnc3scc(-c4ccc(Cl)cc4)c23)CC1`?
E coli growth: -2.2; Tat export inh: 9; Mot1-301 SUMO: 26; AddAB inh: -3.4; MOR-DOR ag: -1.6; HTR5A inv ctr: -5; PfHsp90 set2: -7; PKA-R2B activ: -13; PKA-R1A activ: -1; OPRM1-OPRD1 inv: 7

What do the screens show for `CCOc1ccc(NC(=O)CCC(=O)O)cc1`?
E coli growth: 0.3; Tat export inh: -5; Mot1-301 SUMO: 0; AddAB inh: 0.5; MOR-DOR ag: -1.5; HTR5A inv ctr: -15; PKA-R2B activ: -3; PKA-R1A activ: -2; OPRM1-OPRD1 inv: 9; phage Ecoli inh: -0.9

What do the screens show for `CC(OC(=O)CN1C(=O)C2CCCCC2C1=O)C(=O)Nc1ncc(Cl)cc1Cl` (stereo not given)?
E coli growth: 0.6; Tat export inh: 5; Mot1-301 SUMO: -7; AddAB inh: 0.2; MOR-DOR ag: -1.3; HTR5A inv ctr: -24; PfHsp90 set2: -1; PKA-R2B activ: 2; PKA-R1A activ: 0; OPRM1-OPRD1 inv: 7; phage Ecoli inh: 1.4

What do the screens show for `Cc1nc([N+](=O)[O-])c(SCC(N)=O)n1Cc1ccccc1`?
E coli growth: 1.5; Tat export inh: -6; Mot1-301 SUMO: -15; AddAB inh: -1.7; MOR-DOR ag: -3.1; HTR5A inv ctr: 9; PfHsp90 set2: -3; PKA-R2B activ: 1; PKA-R1A activ: -6; OPRM1-OPRD1 inv: 16; phage Ecoli inh: 2.8

Results for Nc1ccc(CCS(N)(=O)=O)cc1 ?
E coli growth: 2.5; Tat export inh: -7; Mot1-301 SUMO: -2; AddAB inh: 1.6; MOR-DOR ag: 0.5; HTR5A inv ctr: 14; PfHsp90 set2: -17; PKA-R2B activ: -4; PKA-R1A activ: 0; OPRM1-OPRD1 inv: -3; phage Ecoli inh: 3.6

How did CCOc1ccc(-n2c(-c3ccco3)nc3c(cnn3-c3ccc(C)cc3)c2=O)cc1 do in these assays?
E coli growth: 1.6; Tat export inh: -6; Mot1-301 SUMO: 83; AddAB inh: 2.3; MOR-DOR ag: -0.6; HTR5A inv ctr: -13; PfHsp90 set2: -10; PKA-R2B activ: 0; PKA-R1A activ: -5; OPRM1-OPRD1 inv: 3; phage Ecoli inh: 1.4

What do the screens show for `Cc1ccc(NC(=O)CNc2cccc(S(=O)(=O)N3CCCC3)c2)cc1F`?
E coli growth: -0.9; Tat export inh: 1; Mot1-301 SUMO: -10; AddAB inh: 0.2; MOR-DOR ag: -0.6; HTR5A inv ctr: 3; PfHsp90 set2: -31; PKA-R2B activ: 4; PKA-R1A activ: 0; OPRM1-OPRD1 inv: 3; phage Ecoli inh: 0.7

Results for Cc1nn2c(=O)cc(COC(=O)c3c(F)cccc3Cl)nc2s1 ?
E coli growth: 1.4; Tat export inh: -7; AddAB inh: 1.8; MOR-DOR ag: -4.1; HTR5A inv ctr: -1; PfHsp90 set2: 18; PKA-R2B activ: -12; PKA-R1A activ: -3; OPRM1-OPRD1 inv: 16; phage Ecoli inh: 2.2

How did CC(C)(C)C1CCc2c(sc3nc(SCC(N)=O)nc(N)c23)C1 (stereo not given) do in these assays?
E coli growth: 0.8; Tat export inh: 5; Mot1-301 SUMO: -15; AddAB inh: -1.1; MOR-DOR ag: 0.8; HTR5A inv ctr: -8; PfHsp90 set2: -48; PKA-R2B activ: -11; PKA-R1A activ: -3; OPRM1-OPRD1 inv: -4; phage Ecoli inh: 0.1

What do the screens show for `O=C(NCCCN1CCCC1=O)c1ccc2c(=O)n(Cc3ccco3)c(=S)[nH]c2c1`?
E coli growth: 1.0; Tat export inh: -2; Mot1-301 SUMO: 8; AddAB inh: 2.0; MOR-DOR ag: -3.4; HTR5A inv ctr: -8; PfHsp90 set2: -2; PKA-R2B activ: -15; PKA-R1A activ: 5; OPRM1-OPRD1 inv: 19; phage Ecoli inh: 0.2

What do the screens show for `CC(C)c1ccc(OCC(=O)Nc2ccc3oc(=O)ccc3c2)cc1`?
E coli growth: -0.4; Tat export inh: 0; Mot1-301 SUMO: 8; AddAB inh: 1.4; MOR-DOR ag: 1.9; HTR5A inv ctr: -33; PfHsp90 set2: -30; PKA-R2B activ: 8; PKA-R1A activ: 1; OPRM1-OPRD1 inv: -12; phage Ecoli inh: 1.0

Results for CC1CCC2(CC1)NC(=O)c1ccccc1O2 (stereo not given) ?
E coli growth: -0.4; Tat export inh: -23; Mot1-301 SUMO: -18; AddAB inh: 2.5; MOR-DOR ag: -1.6; HTR5A inv ctr: -1; PfHsp90 set2: 27; PKA-R2B activ: 1; PKA-R1A activ: 12; OPRM1-OPRD1 inv: 7; phage Ecoli inh: 2.9

Results for CC1CCCN(C(=O)CSc2ncccn2)C1 (stereo not given) ?
E coli growth: 1.6; Tat export inh: 7; Mot1-301 SUMO: -4; AddAB inh: 1.4; MOR-DOR ag: 1.2; HTR5A inv ctr: 0; PfHsp90 set2: 26; PKA-R2B activ: 8; PKA-R1A activ: 3; OPRM1-OPRD1 inv: -10; phage Ecoli inh: -0.4

Results for O=C(NCC1CCOCC1)c1ccc(OC2CCN(Cc3ccccn3)CC2)cc1 ?
E coli growth: 0.8; Tat export inh: 9; Mot1-301 SUMO: -2; AddAB inh: 1.4; MOR-DOR ag: -0.9; HTR5A inv ctr: 5; PfHsp90 set2: -8; PKA-R2B activ: -5; PKA-R1A activ: 0; OPRM1-OPRD1 inv: 6; phage Ecoli inh: 9.2

What do the screens show for `O=C(Nc1nccs1)c1ccc(-c2ccccc2Cl)o1`?
E coli growth: -2.5; Tat export inh: 2; Mot1-301 SUMO: 24; AddAB inh: -3.2; MOR-DOR ag: 1.1; HTR5A inv ctr: 13; PfHsp90 set2: -72; PKA-R2B activ: -2; PKA-R1A activ: 5; OPRM1-OPRD1 inv: -7; phage Ecoli inh: 0.2

What do the screens show for `Cc1ccc(OCc2ccc([N+](=O)[O-])cc2)c([N+](=O)[O-])n1`?
E coli growth: 2.3; Tat export inh: -4; Mot1-301 SUMO: -5; AddAB inh: 5.2; MOR-DOR ag: -1.1; HTR5A inv ctr: 9; PfHsp90 set2: 10; PKA-R2B activ: -5; PKA-R1A activ: -13; OPRM1-OPRD1 inv: 6; phage Ecoli inh: 3.2

Results for Cc1ccc(NC(=O)CC2OC(=O)c3ccccc32)cc1S(=O)(=O)N1CCCCCC1 (stereo not given) ?
E coli growth: 3.5; Tat export inh: 1; Mot1-301 SUMO: -6; AddAB inh: 2.6; MOR-DOR ag: 2.1; HTR5A inv ctr: -21; PfHsp90 set2: 5; PKA-R2B activ: -6; PKA-R1A activ: -9; OPRM1-OPRD1 inv: -11; phage Ecoli inh: 3.3

Results for CC1CC(C)CN(S(=O)(=O)N2CCCC(C(=O)NCc3ccccc3Cl)C2)C1 (stereo not given) ?
E coli growth: 0.5; Tat export inh: -7; Mot1-301 SUMO: 28; AddAB inh: 2.0; MOR-DOR ag: 0.1; HTR5A inv ctr: 0; PfHsp90 set2: -9; PKA-R2B activ: 5; PKA-R1A activ: -5; OPRM1-OPRD1 inv: 0; phage Ecoli inh: 0.5

Results for CCCc1[nH]nc2c1C(CCC)C(C#N)=C(N)O2 (stereo not given) ?
E coli growth: -3.6; Tat export inh: -5; Mot1-301 SUMO: -5; AddAB inh: -0.2; MOR-DOR ag: -0.3; HTR5A inv ctr: 6; PfHsp90 set2: 19; PKA-R2B activ: -7; PKA-R1A activ: -7; OPRM1-OPRD1 inv: 2; phage Ecoli inh: 3.1

How did CCS(=O)(=O)N1CCN(c2ncnc3sc(C)c(C)c23)CC1 do in these assays?
E coli growth: 1.9; Tat export inh: -4; Mot1-301 SUMO: 300; AddAB inh: -0.6; MOR-DOR ag: 0.4; HTR5A inv ctr: 2; PfHsp90 set2: 0; PKA-R2B activ: 4; PKA-R1A activ: -10; OPRM1-OPRD1 inv: -2; phage Ecoli inh: 2.8

Results for COc1ccc(C)cc1NC(=O)COC(=O)c1ccc([N+](=O)[O-])o1 ?
E coli growth: 0.2; Tat export inh: -3; Mot1-301 SUMO: -5; AddAB inh: 1.2; MOR-DOR ag: 2.7; HTR5A inv ctr: 11; PfHsp90 set2: 2; PKA-R2B activ: -4; PKA-R1A activ: -3; OPRM1-OPRD1 inv: -14; phage Ecoli inh: 3.1

Results for O=C(N1CCOCC1)N1c2ccccc2Sc2ccccc21 ?
E coli growth: -0.9; Tat export inh: 0; Mot1-301 SUMO: -9; AddAB inh: 1.1; MOR-DOR ag: -1.7; HTR5A inv ctr: -3; PfHsp90 set2: -32; PKA-R2B activ: -7; PKA-R1A activ: -6; OPRM1-OPRD1 inv: 10; phage Ecoli inh: 1.5

Results for CC(C)(C)c1nnc(NC(=O)Cc2ccc(Br)cc2)s1 ?
E coli growth: 4.3; Tat export inh: 24; Mot1-301 SUMO: -13; AddAB inh: 4.4; MOR-DOR ag: 7.1; HTR5A inv ctr: -22; PfHsp90 set2: 2; PKA-R2B activ: -11; PKA-R1A activ: 7; OPRM1-OPRD1 inv: -37; phage Ecoli inh: 4.7

How did CCCCN(C(=O)c1ccc2c(c1)S(=O)(=O)N=C1CCCCCN12)c1c(N)n(CC(C)C)c(=O)[nH]c1=O do in these assays?
Tat export inh: 3; MOR-DOR ag: -3.0; HTR5A inv ctr: 11; PfHsp90 set2: -9; PKA-R2B activ: -14; PKA-R1A activ: -3; OPRM1-OPRD1 inv: 16; phage Ecoli inh: 6.1

What do the screens show for `COc1ccc(N(CC(=O)N2CCN(c3ccccc3)CC2)S(=O)(=O)c2c(C)noc2C)cc1`?
E coli growth: 0.0; Tat export inh: 2; Mot1-301 SUMO: -8; AddAB inh: -0.5; MOR-DOR ag: -2.1; HTR5A inv ctr: -19; PfHsp90 set2: -8; PKA-R2B activ: -9; PKA-R1A activ: 1; OPRM1-OPRD1 inv: 12; phage Ecoli inh: 2.0

Filtered by structure, the entries above containing two or more sulfur atoms.
How did CC(C)(C)C1CCc2c(sc3nc(SCC(N)=O)nc(N)c23)C1 (stereo not given) do in these assays?
E coli growth: 0.8; Tat export inh: 5; Mot1-301 SUMO: -15; AddAB inh: -1.1; MOR-DOR ag: 0.8; HTR5A inv ctr: -8; PfHsp90 set2: -48; PKA-R2B activ: -11; PKA-R1A activ: -3; OPRM1-OPRD1 inv: -4; phage Ecoli inh: 0.1

How did CCS(=O)(=O)N1CCN(c2ncnc3sc(C)c(C)c23)CC1 do in these assays?
E coli growth: 1.9; Tat export inh: -4; Mot1-301 SUMO: 300; AddAB inh: -0.6; MOR-DOR ag: 0.4; HTR5A inv ctr: 2; PfHsp90 set2: 0; PKA-R2B activ: 4; PKA-R1A activ: -10; OPRM1-OPRD1 inv: -2; phage Ecoli inh: 2.8
